# High-throughput results (PubChem)
# aSyn yeast rescue = qHTS of alpha-syn Inhibitors: NCGC Sytravon Library Screen; S. cerevisiae alpha-synuclein toxicity rescue, BacTiter-Glo growth, 24 h; 94,000 tested, 0.02% active; AID 1347070, 2019; Potency, µM (series often up to 46.1 µM), for the others: at the top dose growth rescue (activation), most hits filed as activators; active = well fitted activation curve with a large enough effect; inconclusive = small, poorly fitted or top-dose-only effect; also: 0% is about no effect
#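 Growth restoration measured by BacTiter-Glo luminescence after 24 hr at 30 deg C; alpha-synuclein yeast, raffinose-pregrown to mid-log, were added at OD600=0.02 in galactose medium onto pinned compounds.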
# Active calls of the source: *; ? = inconclusive; & = joins results of further samples; [ ] = dose if it differs, or a comment. Potency is read from the fitted curve at half-maximal effect. Only part of the results is shown (hit frequency here may not be typical).
SMILES,aSyn yeast rescue
O=C(Cc1cccs1)N=Nc1c(O)[nH]c2ccc(Br)cc12,-10%
Cc1ccc(NC(=O)CSc2cc(=O)n(C)c3ccc(Cl)cc23)c(Br)c1,-11%
CCc1ccc2occ(CC(=O)Nc3sc4c(c3C(=O)OC)CCC4)c2c1,?
Cc1ccc(NC(=O)c2sc3nc(C)nc(N4CCN(c5ccccn5)CC4)c3c2C)c(C)c1,4%
CCc1ccc(NC(=O)CSc2nc3c([nH]c4ccccc43)c(=O)n2-c2ccc(C)cc2)cc1,0%
CS(=O)(=O)c1ccc(C(=O)NCC2(N3CCCCC3)CCCCC2)cc1,-10%
CCOC(=O)c1c(C)[nH]c(C(=O)N2CCN(CC)CC2)c1C,-2%
CCCCN1C(=O)C(CC(=O)NC2CCCC2)CC(C(=O)N(CC)CC)=C1C (stereo unspecified),4%
Cc1cccc(NC(=O)CSc2cn(CC(=O)N3CCOCC3)c3ccccc23)c1,3%
O=S(=O)(c1ccc2ccccc2c1)n1nc(-c2ccco2)nc1NCc1cccc(Cl)c1,11%
CCc1ccc(CNC(=O)c2cnc(N3CCCCC3)c3ccccc23)cc1,?
O=[N+]([O-])c1ccc(O)c(C=NN2CCCCC2)c1,-2%
Cn1cccc1C(=O)OCC(=O)NC1CCS(=O)(=O)C1 (stereo unspecified),-12%
COc1cccc(C2C(C(=O)c3ccco3)=C(O)C(=O)N2CCCN2CCOCC2)c1OC (stereo unspecified),-10%
COC(=O)c1ccccc1N=Nc1c(N)[nH][nH]c1=O,-13%
O=C(N/N=C/c1ccc2c(c1)OCO2)c1cccc2ccccc12,3%
CC(=Nc1ccccc1)C1=C(O)CC(C)(C)CC1=O,-5%
COc1ccc(CCNC(=O)c2coc3ccccc3c2=O)cc1OC,-3%
O=C(COc1ccccc1[N+](=O)[O-])Nc1cccc(-c2nc3ccccc3s2)c1,7%
CCNC(=S)Nc1nc2c(cc1C(=O)OCC)CCCC2,5%
CCOc1ccc(NC(=O)CC2C(=O)N(c3ccc(F)cc3)C(=O)N2Cc2ccc(OC)c(OC)c2)cc1 (stereo unspecified),7%
CCOc1ccc(NC(=O)CN2CCN(CC(=O)Nc3ccc(N(CC)CC)cc3)CC2)cc1,8%
Cc1cc2cc(CCNS(=O)(=O)c3ccc(Br)cc3)c(=O)[nH]c2cc1C,1%
CCOc1ccccc1NC(=O)NCc1ccc2c(c1)CCN2C(=O)c1ccccc1,-14%
COc1cccc(NCc2nnc3n2CCCCC3)c1,-1%
# Additional compounds follow.
SMILES,aSyn yeast rescue
Cc1ccc(NC(=O)Cn2c(=O)c(C(F)(F)F)nc3ccccc32)cc1C,2%
COc1ccc(C(=O)Oc2ccc3c(C)cc(=O)oc3c2C(C)=O)cc1,0%
O=C(C1CCCN(S(=O)(=O)c2cccc3nsnc23)C1)N1CCN(c2ccccc2F)CC1 (stereo unspecified),1%
CN(CC(=O)Nc1ccc(N2CCOCC2)cc1)CC(=O)Nc1ccc(Cl)cc1[N+](=O)[O-],-11%
COCCCNC(=O)CSc1nc2cc3c(cc2c(=O)n1CCCC(=O)NCc1ccc(OC)cc1)OCO3,3%&1%
O=C(Cn1cc2c(n1)CCCC2)NCc1cccs1,-6%
Nc1ccc(C(=O)Nc2ccc(Nc3ccncc3)cc2)c([N+](=O)[O-])c1,-4%
CCOc1ccc(NC(=O)C(NS(=O)(=O)c2ccc3c(c2)CCN3C(C)=O)C(C)C)cc1 (stereo unspecified),-4%
COc1ccc(NC(=O)CCNS(=O)(=O)c2cccc3nsnc23)cc1,-2%
O=C1NN(c2ccccc2)C(=O)/C1=C/c1ccc(-c2cccc(C(=O)O)c2)o1,-6%
CCOc1cc(C2c3c(oc4cc(C)cc(C)c4c3=O)C(=O)N2CCO)ccc1O (stereo unspecified),0%
COC(=O)c1c(NC(=O)CSc2ccccc2N)sc(C)c1C,9%
Cc1ccc(OCC(=O)Nc2ccc(S(=O)(=O)Nc3cc(C)on3)cc2)c(Br)c1,-5%
O=C(CN1CCN(S(=O)(=O)c2ccc(Br)s2)CC1)NCC1CCCCC1,-4%
COc1ccc(CNC(=S)N/N=C(\C)c2ccc(OC)cc2)cc1,-5%
O=C(COc1ccc(Cl)cc1)NCC(c1cccs1)S(=O)(=O)c1ccc(F)cc1 (stereo unspecified),10%
O=c1[nH]c2ccc(Cl)cc2c(-c2ccccc2)c1[N+](=O)[O-],-3%
Cc1ccc(CNC(=O)c2ccc3c(c2)c(C)c(C)n3Cc2ccc(Cl)cc2)o1,-11%
S=C(NCCc1ccccn1)Nc1cc(Cl)cc(Cl)c1,6%
CCC(=O)N1C(Cc2ccccc2)COC1(C)C (stereo unspecified),-1%
COc1cccc(Nc2nc(-c3ccccc3)nc3ccccc23)c1,-41%[inhibitor]
COc1cc(-c2ccno2)ccc1S(=O)(=O)N1CCN(c2cc(C)ccc2C)CC1,6%
CCOC(=O)C1CCN(S(=O)(=O)c2cc3c4c(c2)CC(=O)N4CCC3)CC1,-3%
COc1ccc(NC(=O)CCNC(=O)N2CC(=O)Nc3ccccc32)cc1,3%
CCN(CC)S(=O)(=O)c1cccc(C(=O)OC2CCOC2=O)c1 (stereo unspecified),-8%
# Other structures:
SMILES,aSyn yeast rescue
Cc1ccc2c(CC(=O)Nc3ccc(S(=O)(=O)Nc4nc(C)cc(C)n4)cc3)coc2c1,-1%
CS(=O)(=O)c1ccc2nc(NC(=O)Nc3ccc(Cl)c(Cl)c3)sc2c1,5%
CCOc1ccc(CNC(=O)C2CCN(c3nnc(-n4c(C)ccc4C)s3)CC2)cc1,-7%
COc1ccc(-c2cc(=O)c3cc(OC)ccc3o2)cc1,-3%
CCOC(=O)N1CCN(C(=O)COC(=O)CNC(=O)c2ccc(OCC)c(OCC)c2)CC1,-45%[inhibitor]
CCOC(=O)c1c(C)oc2nc(C)nc(N3CCN(c4ccccc4F)CC3)c12,6%
COc1ccc(CNC(=O)CN(Cc2ccco2)C(=O)CCC(=O)Nc2ccccn2)cc1,9%
O=C(NNC(=O)c1cc(Br)c(Br)s1)c1csc(N2CCOCC2)n1,4%
CN(C)c1ccc(C(CNS(=O)(=O)c2cccc([N+](=O)[O-])c2)N2CCOCC2)cc1 (stereo unspecified),-10%
CC(C)C(=O)Nc1nnc(S(=O)(=O)N(C)Cc2ccc(F)cc2)s1,4%
CCOc1ccccc1C1CC(=O)Nc2c1c(=O)n(C)c1ncnn21 (stereo unspecified),-4%
Cc1ccc(C)c(CN2C(=O)c3ccccc3S(=O)c3ccc(C(=O)NCc4ccco4)cc32)c1 (stereo unspecified),-4%
Cc1nn(CCC(N)=O)c2nc(-c3cccs3)cc(C(F)(F)F)c12,1%
C[C@@H]1CN([C@H](C)CO)C(=O)CCCn2nncc2CO[C@H]1CN(C)Cc1ccccc1,-6%
CCc1ccc(S(=O)(=O)c2cn(C)c3cc(N4CCCCC4C)c(F)cc3c2=O)cc1 (stereo unspecified),6%
CC1(C)CSC(=NCCc2ccccc2)N1,0%
COC(=O)C(=C/C=C/c1cccnc1)C(=O)OC,-3%
Cc1ccc(CCNC(=O)c2ccc(CNS(=O)(=O)c3ccccc3)cc2)cc1,-14%
O=C(O)c1cccc(NC(=S)NCc2ccccc2)c1,10%
O=C(Nc1ncccc1O)c1ccc(Cl)c(S(=O)(=O)N2CCCC2)c1,-18%
CSc1ccc(C2c3c(oc4ccccc4c3=O)C(=O)N2CCCN2CCOCC2)cc1 (stereo unspecified),3%
CCC(CC)C(=O)Nc1ccc2nc(SCC(=O)N3CCc4ccccc43)sc2c1,-10%
COCCNC(=O)CCCn1c(SCC(=O)Nc2cccc(C)c2)nc2c(sc3ccccc32)c1=O,-2%
COc1ccc(-c2cc(=O)oc3c4c(ccc23)OCN(Cc2ccccc2)C4)cc1,2%
CCOC(=O)c1cccc(NS(=O)(=O)c2ccc3[nH]c4c(c3c2)CCCC4)c1,1%

# Gathered by group: those above with a CF3 group
SMILES,aSyn yeast rescue
Cc1ccc(NC(=O)Cn2c(=O)c(C(F)(F)F)nc3ccccc32)cc1C,2%
Cc1nn(CCC(N)=O)c2nc(-c3cccs3)cc(C(F)(F)F)c12,1%

# New compounds follow.
SMILES,aSyn yeast rescue
COc1ccc(Nc2nnc(SCC(=O)NC3CCS(=O)(=O)C3)s2)cc1 (stereo unspecified),-12%
CCCCSCCCNC(=O)c1cn(CC)c2ccc(S(=O)(=O)N3CCCCCC3)cc2c1=O,6%
Cc1nn(-c2ncc(C(F)(F)F)cc2Cl)c(=O)n1-c1ccccc1F,7%
Cn1c(=O)oc2cc(S(=O)(=O)NCCC(=O)NCc3ccc(F)cc3)ccc21,2%
CCc1c(C)sc(NC(=O)c2cc3nc(-c4ccc(OC)cc4)cc(C(F)(F)F)n3n2)c1C(=O)OC,-3%
COC(=O)c1ccc(NC(=S)NNC(=O)c2ccccc2)cc1,-25%
O=[N+]([O-])c1ccccc1/C=C/C=N/Nc1nc(N2CCCCC2)nc(N2CCCCC2)n1,2%
C[C@H]1CN([C@@H](C)CO)C(=O)CCCn2nncc2CO[C@H]1CN(C)S(=O)(=O)c1ccc2c(c1)OCCCO2,4%
Cc1ccc(S(=O)(=O)c2cn(CC(=O)Nc3ccc4c(c3)OCO4)c3ccc(C)cc3c2=O)cc1,8%
Nc1ccc(Cl)c[n+]1Cc1cccc2cccnc12,11%
Cc1ccc(C(=O)NC2CCC(C)CC2)o1 (stereo unspecified),-7%
Cc1cccc(Cn2cccc2CNS(=O)(=O)c2ccc(Br)cc2)c1,7%
CC1=C(C(=O)OC(C)C)C(c2ccccn2)n2ncnc2N1 (stereo unspecified),8%
CCn1ccc2cc(S(=O)(=O)N3CCCN(C(=O)Nc4cccc(Cl)c4)CC3)ccc21,-3%
Cc1ccc2nc(-c3ccc4c(c3)NC(=O)CO4)cn2c1,-4%
CCOc1cccc(CNc2ccc(O)cc2)c1OCc1ccccc1Cl,-12%
COc1ccc(-c2cc3ccc(O)c(CN4CCN(CCO)CC4)c3oc2=O)cc1OC,-5%
CCN(CC)S(=O)(=O)c1ccc(Cl)c(C(=O)OCC(=O)c2c(N)n(C)c(=O)n(C)c2=O)c1,8%
COc1ccc(/C=C(\C#N)c2nc(-c3cc4ccccc4oc3=O)cs2)cc1OC,-8%
O=C(NCc1cccc(F)c1)c1ccc(N2C(=O)Cn3c(cc4sccc43)C2=O)cc1,-4%
O=C(NCCN1CCCCC1)c1ccc(Cn2c(SCc3ccc(F)cc3)nc3cccnc32)cc1,-9%
CC(C)(C)C1CCc2c(sc(NC(=O)c3cc4ccccc4c(=O)o3)c2C(N)=O)C1 (stereo unspecified),2%
Cc1ccc(NC(=O)CSc2nc3nccnc3c(=O)n2CCc2c[nH]c3ccccc23)cc1C,6%
CCCCOC(=O)c1ccc(NC(=O)Cc2coc3c(C)c(C)ccc23)cc1,-9%
COc1ccc(C(CC(=O)c2ccccc2)CC(=O)c2ccccc2)cc1,5%
# The listing continues:
SMILES,aSyn yeast rescue
N#C/C(=C(/O)COC(=O)c1cccnc1Cl)c1nc2ccccc2[nH]1,-8%
Cc1cc(C)cc(NC(=O)CSc2nc3ccccc3nc2N2CCCC2)c1,6%
CC1CCCN(C(=O)COC(=O)CNS(=O)(=O)c2ccc3ccccc3c2)C1 (stereo unspecified),-2%
O=C(NCCNC(=O)c1ccccc1F)c1ccccn1,-2%
Cc1cnc(SCc2ccc(Cl)cc2Cl)[nH]c1=O,3%
CCc1ccc(-c2nc(CSCC(=O)NCc3ccc(C)cc3)c(C)o2)cc1,21%
COc1cccc(-c2nc(CS(=O)(=O)CC(=O)NCCc3ccc(OC)cc3OC)c(C)o2)c1,6%
Cc1ccc(NS(=O)(=O)c2ccc(OCC(=O)NCC3CCCO3)cc2)cc1 (stereo unspecified),12%
O=[N+]([O-])c1ccccc1N/N=C/c1ccc2c(c1)OCO2,6%
CCOc1ccc(NC(=O)c2cccc3c(=O)c4c([nH]c23)CCCC4)cc1,-11%
Cn1nnc2c(N3CCN(c4ccccc4)CC3)ncnc21,2%
CCN1C(=O)c2ccccc2Sc2ccc(NC(=O)c3cccc(C)c3)cc21,6%
O=C(c1ccc(Cl)cc1)N1CCN(c2ccc(N3CCOCC3)nn2)CC1,-3%
Cn1cc(P(=S)(N2CCOCC2)N2CCOCC2)cc1P(=O)(N1CCOCC1)N1CCOCC1,-12%
COc1cc2c(c(Br)c1N)-c1cc(Br)c(N)cc1C2=O,-11%
Cc1ccc(NC(=O)c2nnn(-c3cccc(C(F)(F)F)c3)c2N)cc1,4%
O=C(COc1coc(CN2CCc3ccccc3C2)cc1=O)Nc1cccc(Cl)c1,8%
CCC(=O)Nc1ccc(NC(=O)C23CC4CC(CC(C4)C2)C3)cn1,2%

# In the list so far, 13 contain a thiophene ring, fused or not.
SMILES,aSyn yeast rescue
O=C(Cc1cccs1)N=Nc1c(O)[nH]c2ccc(Br)cc12,-10%
CCc1ccc2occ(CC(=O)Nc3sc4c(c3C(=O)OC)CCC4)c2c1,?
Cc1ccc(NC(=O)c2sc3nc(C)nc(N4CCN(c5ccccn5)CC4)c3c2C)c(C)c1,4%
O=C(Cn1cc2c(n1)CCCC2)NCc1cccs1,-6%
COC(=O)c1c(NC(=O)CSc2ccccc2N)sc(C)c1C,9%
O=C(CN1CCN(S(=O)(=O)c2ccc(Br)s2)CC1)NCC1CCCCC1,-4%
O=C(COc1ccc(Cl)cc1)NCC(c1cccs1)S(=O)(=O)c1ccc(F)cc1 (stereo unspecified),10%
O=C(NNC(=O)c1cc(Br)c(Br)s1)c1csc(N2CCOCC2)n1,4%
Cc1nn(CCC(N)=O)c2nc(-c3cccs3)cc(C(F)(F)F)c12,1%
COCCNC(=O)CCCn1c(SCC(=O)Nc2cccc(C)c2)nc2c(sc3ccccc32)c1=O,-2%
CCc1c(C)sc(NC(=O)c2cc3nc(-c4ccc(OC)cc4)cc(C(F)(F)F)n3n2)c1C(=O)OC,-3%
O=C(NCc1cccc(F)c1)c1ccc(N2C(=O)Cn3c(cc4sccc43)C2=O)cc1,-4%
CC(C)(C)C1CCc2c(sc(NC(=O)c3cc4ccccc4c(=O)o3)c2C(N)=O)C1 (stereo unspecified),2%
